NCOA1 inh = human NCOA1 inhibition; inhibition, % at 3.6 µM; 0.12% of 360,000 active; HEK293 GAL4-SRC1 luciferase reporter, luminescence;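 active = inhibition above the campaign mean plus 3 SD, with each screening campaign given its own cutoff, cut at about 60% in these data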;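 note: 0% = DMSO treated cells and 100% = gossypol at 36 µM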
SRC2 inh = inhibits human steroid receptor coactivator 2; Q15596; HEK293 GAL4-SRC2 luciferase reporter, luminescence; inhibition, % at 9 µM; 0.17% of 370,000 active;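 active = inhibition above the mean inhibition of all tested compounds plus 3 SD, set per campaign, cut at about 52% in these data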;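 note: 0% = DMSO treated cells and 100% = cells given Gossypol at 36 µM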
KKLEB cytotox = counter-screen for CF NF-kB inhibitors: cytotoxicity; KKLEB CF airway cells viability, ATPlite luminescence, overnight; stronger effect = lower value; cells stimulated with P. aeruginosa culture filtrate; activity change (cytotoxicity), % at 5 µM; 0.36% of 360,000 active; AID 602141;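 active = corrected activity change at or below -50% at 5 µM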
TWEAK-Fn14 inh = inhibitors of TWEAK-Fn14 interaction signaling | TWEAK-stimulated Fn14 reporter cells, luciferase luminescence, 8 h | inhibition, % at 10 µM | 2% of 360,000 active | AID 1159606; in the data active = inhibition above about 50%
NR5A2 inv ag = inverse agonists of human LRH-1 (NR5A2). inhibition, % at 3.6 µM. O00482. 0.13% of 360,000 active. HEK293T StAR-luciferase reporter, LRH-1 transfected, 24 h;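 active = inhibition above the mean inhibition of all tested compounds plus 3 SD, cut at about 73% in these data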;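 note: 0% = DMSO wells and 100% = reporter-only cells lacking LRH-1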
TRAIL sens C8 = caspase-8 TRAIL sensitization | NB7+C8 cells + TRAIL, ATPlite viability luminescence | AID 624354 | inhibition (viability loss, TRAIL sensitization), % at 10 µM | 1% of 360,000 active;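 active = compounds causing at least 50% loss of cell viability in the single-dose screen, relative to plate controls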
COUP-TFII inh = blocks human COUP-TFII nuclear receptor; HEK293T NGFI-A luciferase reporter, luminescence; P24468; AID 686940; 0.7% of 370,000 active; inhibition, % at 8.6 µM;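 active = inhibition above a per-plate cutoff, mean inhibition of test wells between control levels plus 3 SD, cut at about 38% in these data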;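 note: cells cotransfected with COUP-TFII expression vector driving the NGFI-A reporter; 0% = median of COUP-TF2 test wells and 100% = reporter-only cells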
TROY NFkB inh = inhibitors of TROY-dependent NF-kB signaling; Q293 LMP1-TROYcd NF-kB luciferase reporter, 4 h; inhibition, % at 10 µM; 0.98% of 360,000 active;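 active = compounds whose plate-normalised and pattern-corrected inhibition of the luciferase reporter signal at the single screening dose is 50% or more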
NCOA3 inh = inhibits human SRC3 coactivator; Q9Y6Q9; HEK293 GAL4-SRC3 luciferase reporter, luminescence; inhibition, % at 3.6 µM; 0.17% of 360,000 active; AID 588352;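 active = inhibition above a per-campaign cutoff, the mean of all compounds plus 3 SD, cut at about 60% in these data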;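 note: 0% = DMSO-treated cells and 100% = gossypol-treated cells at 36 µM; higher means less SRC3-driven luciferase light from the GAL4 reporter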
CF NFkB block = cystic fibrosis NF-kB activation inhibition; 0.86% of 360,000 active; KKLEB NF-kB-GFP reporter, PAF-induced, GFP fluorescence overnight; inhibition, % at 5 µM;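 active = at least 50% inhibition at 5 µM, scaled per plate between neutral and stimulator controls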;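 note: PAF is a Pseudomonas aeruginosa culture filtrate used as stimulus; plate controls were PAF-stimulated DMSO wells for no effect and unstimulated DMSO wells for full effect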
EBV LMP1 NFkB = reduces LMP1-driven NF-kappaB luciferase signal; AID 504558; inhibition, % at 12.5 µM; LMP1-induced NF-kappaB luciferase reporter cells, luminescence; 0.69% of 350,000 active; in the data active = inhibition above about 41%;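 note: 0% = neutral control wells and 100% = reference inhibitor control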
* = called active by the depositor; / = no result given.

molecule	NCOA1 inh	NR5A2 inv ag	TRAIL sens C8	COUP-TFII inh	KKLEB cytotox	TROY NFkB inh	SRC2 inh	NCOA3 inh	CF NFkB block	EBV LMP1 NFkB	TWEAK-Fn14 inh
COc1ccc(OC)c(C(=O)CSc2nnc(Cc3cccs3)n2CCc2ccccc2)c1	7	16	-5	15	3	4	3	1	-9	-2	1
Cc1ccc(CNC(=O)CN(C(=O)N2CCN(C)CC2)S(=O)(=O)c2ccc(C)cc2)cc1	-32	4	10	-6	-22	-1	-15	-2	4	-9	3
COc1cc2cc(Br)cc(Br)c2nc1C	2	-14	0	-7	5	14	-4	-3	11	2	-3
COc1ccc(C(C)=O)cc1Cn1c(C)c(C(=O)NCc2ccc(C(F)(F)F)cc2)sc1=O	-20	-7	-5	-6	-4	22	-17	14	4	/	-7
Cc1c(C(=O)NCc2ccc(C(F)(F)F)cc2)sc(=O)n1Cc1cccc(F)c1	-14	30	3	2	6	29	-9	6	-10	/	15
O=C(CCc1ccccc1)Nc1ccc(S(=O)(=O)NC2=NCCCCC2)cc1	-12	7	14	3	9	14	-3	1	-26	2	3
CC1=NN(C(N)=S)C(=O)C1N=Nc1ccc(Br)cc1 (stereo not drawn)	-69	-44	6	-32	0	-10	-57	-71	2	-4	15
CCn1c(=O)c(CCC(=O)NCC2CCCO2)c(C)c2c(C)nn(-c3ccc(C)cc3)c21 (stereo not drawn)	6	14	6	-13	-7	-17	-9	-8	-32	/	10
O=C(NCCCN1CCCC1=O)C1CCC(CNS(=O)(=O)c2ccc(Cl)cc2)CC1 (stereo not drawn)	5	-2	-3	17	13	-24	-6	11	-5	-7	-7
CCN(CC)P(=O)(Nc1ccc([N+](=O)[O-])cc1)c1c(C)nn(CCC#N)c1NC(=O)c1ccc(Cl)cc1Cl (stereo not drawn)	-17	-1	6	12	3	13	9	14	20	-3	4
O=C(N/N=C/C(Br)=C\c1ccccc1)c1cccs1	-102	-170	-3	-57	-2	-69	-44	-83	-15	/	9
Cc1[nH]c2ccc(F)cc2c1CCN(Cc1ccncc1)C(=S)Nc1ccccc1	-9	-9	-8	1	14	21	-40	7	-7	-4	-2
N#Cc1c(N)n(-c2ccc(C(=O)O)cc2)c2nc3ccccc3nc12	3	14	-12	7	2	-9	-12	14	-8	-20	-10
COc1ccc(-c2nnc(Sc3nc4ccccc4o3)c3ccccc23)cc1	11	5	-26	0	-36	-22	11	11	49	0	74*
COc1ccc(CCC(=O)NNC(=O)c2cc(Cl)ccc2OC)cc1OC	4	16	-35	4	-4	23	-10	-39	-18	-9	7
COc1ccc(/C=N/NC(=O)c2cccnc2)cc1COc1ccc([N+](=O)[O-])c(C)c1	14	22	24	-5	10	55*	7	-10	-17	-5	23
CC(C)(O)/C=C/C[C@](C)(O)C1CC[C@]2(C)C1[C@H](O[C@H]1O[C@@H](CO)[C@H](O)[C@@H](O)[C@@H]1O)CC1[C@@]3(C)CC[C@H](O)C(C)(C)C3[C@@H](O)C[C@]12C (stereo partly drawn)	-1	5	-7	2	-16	-10	-25	12	-5	-27	11
Cc1ccccc1OCC(=O)OCC(=O)Nc1ccc2c(c1)OCCO2	-14	28	-8	-26	-4	-8	-12	4	15	3	7
COCCCNCCCOc1ccc(Cl)cc1Br	3	1	4	-11	-1	8	-20	0	8	6	-2
O=C(CCN1C(=O)NC2(CCCC2)C1=O)Nc1cccc(S(=O)(=O)N2CCOCC2)c1	-15	-2	-4	-3	1	-18	7	-2	-1	-5	4
COCCNCc1ccc(C(C)C)cc1	-24	-10	4	6	17	-7	18	15	-6	3	9
CCCCC(=O)N(C)c1c(CC)nc2c(OCCOC)cccn12	-10	4	1	17	5	6	16	-5	-10	/	26
Cn1c(=O)c2[nH]c(-c3ccc(S(=O)(=O)O)cc3)nc2n(C)c1=O	-27	23	8	15	-38	5	-33	3	-25	4	13
S=c1[nH]nc(C2CCCCC2)n1/N=C/c1ccc(Cl)cc1	-4	-5	-5	1	-5	-1	-4	2	19	-2	-12
Cn1ncc(S(=O)(=O)Cc2ccccc2)c(Cl)c1=O	-24	11	-12	-2	11	2	-11	6	-12	-23	-14

Part of the list above in order of SMILES length, rising:
molecule	NCOA1 inh	NR5A2 inv ag	TRAIL sens C8	COUP-TFII inh	KKLEB cytotox	TROY NFkB inh	SRC2 inh	NCOA3 inh	CF NFkB block	EBV LMP1 NFkB	TWEAK-Fn14 inh
COc1cc2cc(Br)cc(Br)c2nc1C	2	-14	0	-7	5	14	-4	-3	11	2	-3
O=C(N/N=C/C(Br)=C\c1ccccc1)c1cccs1	-102	-170	-3	-57	-2	-69	-44	-83	-15	/	9
Cn1ncc(S(=O)(=O)Cc2ccccc2)c(Cl)c1=O	-24	11	-12	-2	11	2	-11	6	-12	-23	-14
Cc1ccccc1OCC(=O)OCC(=O)Nc1ccc2c(c1)OCCO2	-14	28	-8	-26	-4	-8	-12	4	15	3	7
COc1ccc(CCC(=O)NNC(=O)c2cc(Cl)ccc2OC)cc1OC	4	16	-35	4	-4	23	-10	-39	-18	-9	7
COc1ccc(-c2nnc(Sc3nc4ccccc4o3)c3ccccc23)cc1	11	5	-26	0	-36	-22	11	11	49	0	74*
O=C(CCc1ccccc1)Nc1ccc(S(=O)(=O)NC2=NCCCCC2)cc1	-12	7	14	3	9	14	-3	1	-26	2	3
Cc1[nH]c2ccc(F)cc2c1CCN(Cc1ccncc1)C(=S)Nc1ccccc1	-9	-9	-8	1	14	21	-40	7	-7	-4	-2
Cn1c(=O)c2[nH]c(-c3ccc(S(=O)(=O)O)cc3)nc2n(C)c1=O	-27	23	8	15	-38	5	-33	3	-25	4	13
Cc1c(C(=O)NCc2ccc(C(F)(F)F)cc2)sc(=O)n1Cc1cccc(F)c1	-14	30	3	2	6	29	-9	6	-10	/	15
O=C(CCN1C(=O)NC2(CCCC2)C1=O)Nc1cccc(S(=O)(=O)N2CCOCC2)c1	-15	-2	-4	-3	1	-18	7	-2	-1	-5	4
Cc1ccc(CNC(=O)CN(C(=O)N2CCN(C)CC2)S(=O)(=O)c2ccc(C)cc2)cc1	-32	4	10	-6	-22	-1	-15	-2	4	-9	3
CCN(CC)P(=O)(Nc1ccc([N+](=O)[O-])cc1)c1c(C)nn(CCC#N)c1NC(=O)c1ccc(Cl)cc1Cl (stereo not drawn)	-17	-1	6	12	3	13	9	14	20	-3	4
CC(C)(O)/C=C/C[C@](C)(O)C1CC[C@]2(C)C1[C@H](O[C@H]1O[C@@H](CO)[C@H](O)[C@@H](O)[C@@H]1O)CC1[C@@]3(C)CC[C@H](O)C(C)(C)C3[C@@H](O)C[C@]12C (stereo partly drawn)	-1	5	-7	2	-16	-10	-25	12	-5	-27	11

(further entries)
molecule	NCOA1 inh	NR5A2 inv ag	TRAIL sens C8	COUP-TFII inh	KKLEB cytotox	TROY NFkB inh	SRC2 inh	NCOA3 inh	CF NFkB block	EBV LMP1 NFkB	TWEAK-Fn14 inh
CC1CCCN(C(=O)CSc2nnc(-c3ccc(S(=O)(=O)N4CCOCC4)cc3)n2C)C1 (stereo not drawn)	11	-12	-8	6	1	-17	-7	17	-2	-2	-11
Cc1cc(C)c2c(N)c(C(=O)NC3CC3)sc2n1	-4	17	0	4	-5	-5	-9	-7	-9	-1	4
CCC1(CC)NC(=O)N(CC(=O)OCC(=O)Nc2ccc(F)c(F)c2F)C1=O	-2	-1	-4	-17	-4	-5	-4	-2	-3	2	2
CC1(OC(=O)c2cccs2)C(=O)C=C2C=C(C3CC3)OC=C2C1=O (stereo not drawn)	-14	-2	14	3	-2	-2	13	-2	15	0	-7
CC(=O)Nc1ccccc1NC(=O)C(F)(F)F	3	21	-17	12	12	15	-9	15	-8	-1	-8
CCN(CC)CCN1CNC(=S)N(c2ccccc2OC)C1	4	14	3	11	-11	14	12	16	14	/	9
Cc1ccc(C(=O)N2CCC2(C)C(=O)NC(C)C)cc1 (stereo not drawn)	2	7	-7	3	-1	-1	18	-11	-14	/	6
O=C(CN(Cc1ccco1)C(=O)c1ccccc1)Nc1ccc(Cl)c(Cl)c1	-41	-8	2	-13	4	-20	2	6	8	-21	9
CCN(CC)S(=O)(=O)c1cccc(C(=O)N/N=C/c2ccccc2OCC(=O)O)c1	-1	3	-1	-16	11	-5	-16	22	-4	-26	-3
CC(=O)C1=C(C)Nc2ncnn2C1c1ccc(Cl)cc1 (stereo not drawn)	-2	-10	-17	0	1	6	-16	20	-3	-12	4
CCOc1cc(NC(=O)C2CCCO2)c(OCC)cc1NC(C)=O (stereo not drawn)	-15	-2	-4	-7	-5	-8	-8	-1	8	-2	-12
CCN(CC)C(=O)CCn1nc(-c2ccc(C)cc2)c2ccccc2c1=O	-8	-9	-4	/	4	-12	/	4	7	-8	-9
Cc1ccccc1NC(=O)Cn1nnc2sc3c(c2c1=O)CC(C)(C)OC3	0	-10	12	15	0	-10	23	10	-8	13	-19
CCOC(=O)c1cnc2c(CC)cccc2c1NCCCN1CCOCC1	6	8	9	28	-15	5	-7	-15	-18	6	-12
CC1CN(C(=O)COC(=O)c2cccc(S(=O)(=O)N3CCc4ccccc43)c2)CC(C)O1 (stereo not drawn)	12	16	2	-2	-8	-4	-49	11	-10	5	-3
O=C(Nc1nc(-c2ccc(F)cc2)cs1)c1cccnc1	-4	-33	10	-9	9	-8	-40	0	-25	2	17
CCc1cc(=O)oc2cc3oc(C)c(C)c3cc12	-11	22	4	-25	-8	-26	-29	-12	-24	-4	-22
COc1ccccc1NC(=O)CCC(=O)OCC(=O)c1ccc(C)c([N+](=O)[O-])c1	-1	5	-5	-6	-2	-10	-11	21	13	-6	-2
CCCCn1c(-c2ccc(OC(F)F)cc2)nc2c1c(=O)[nH]c(=O)n2CC(C)C	8	11	-11	11	11	-2	-23	-33	17	-1	-16
CCC(=O)N(CCc1ccccc1)Cc1cc2ccc(OC)cc2[nH]c1=O	2	-8	-18	21	8	11	0	12	-10	12	-4
CCn1nnnc1SCC(=O)Nc1cccc(NC(C)=O)c1	2	18	-15	-15	8	4	-22	-8	-5	-3	-13
O=C1OCCC1=COCCCCOC=C1CCOC1=O	1	4	-12	-4	3	-10	-9	1	3	11	6
Nc1nnc(CC(=O)N/N=C/c2ccc([N+](=O)[O-])cc2)s1	-11	8	-3	0	-5	-6	23	15	-13	5	-15
CC(C)c1ccc(NC2CCCN(C(=O)CCN3CCCCO3)C2)cc1 (stereo not drawn)	-7	2	-10	18	-1	11	-12	-4	-8	5	8
COC(=O)c1c(C(=O)OC)c(-c2ccc(OC)cc2)n2c1CS(=O)(=O)C2	-12	-12	-7	9	6	-4	-1	3	3	1	0
Cc1cccc(N2CN=c3s/c(=C\c4ccncc4)c(=O)n3C2)c1	-6	4	-1	13	-1	-31	24	10	7	6	19
Cc1ccc(NS(=O)(=O)c2ccc(NC(=O)c3ccccc3C(=O)O)cc2)cc1C	3	4	5	2	4	-8	14	10	8	/	5
